Bioassay records deposited in PubChem by several laboratories.
IDE cell activ: boosts human insulin-degrading enzyme activity in HEK cells; P14735; FAbeta-B cleavage, fluorescence polarization; 0% vehicle, 100% cell-free pure enzyme wells; activation, % at 5.96 µM; 0.073% of 340,000 active; AID 493087;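 active = activation above the mean of all tested compounds plus 3 SD, set per screening campaign, cut at about 17% in these data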
Target sequence (P14735 whole entry, looked up): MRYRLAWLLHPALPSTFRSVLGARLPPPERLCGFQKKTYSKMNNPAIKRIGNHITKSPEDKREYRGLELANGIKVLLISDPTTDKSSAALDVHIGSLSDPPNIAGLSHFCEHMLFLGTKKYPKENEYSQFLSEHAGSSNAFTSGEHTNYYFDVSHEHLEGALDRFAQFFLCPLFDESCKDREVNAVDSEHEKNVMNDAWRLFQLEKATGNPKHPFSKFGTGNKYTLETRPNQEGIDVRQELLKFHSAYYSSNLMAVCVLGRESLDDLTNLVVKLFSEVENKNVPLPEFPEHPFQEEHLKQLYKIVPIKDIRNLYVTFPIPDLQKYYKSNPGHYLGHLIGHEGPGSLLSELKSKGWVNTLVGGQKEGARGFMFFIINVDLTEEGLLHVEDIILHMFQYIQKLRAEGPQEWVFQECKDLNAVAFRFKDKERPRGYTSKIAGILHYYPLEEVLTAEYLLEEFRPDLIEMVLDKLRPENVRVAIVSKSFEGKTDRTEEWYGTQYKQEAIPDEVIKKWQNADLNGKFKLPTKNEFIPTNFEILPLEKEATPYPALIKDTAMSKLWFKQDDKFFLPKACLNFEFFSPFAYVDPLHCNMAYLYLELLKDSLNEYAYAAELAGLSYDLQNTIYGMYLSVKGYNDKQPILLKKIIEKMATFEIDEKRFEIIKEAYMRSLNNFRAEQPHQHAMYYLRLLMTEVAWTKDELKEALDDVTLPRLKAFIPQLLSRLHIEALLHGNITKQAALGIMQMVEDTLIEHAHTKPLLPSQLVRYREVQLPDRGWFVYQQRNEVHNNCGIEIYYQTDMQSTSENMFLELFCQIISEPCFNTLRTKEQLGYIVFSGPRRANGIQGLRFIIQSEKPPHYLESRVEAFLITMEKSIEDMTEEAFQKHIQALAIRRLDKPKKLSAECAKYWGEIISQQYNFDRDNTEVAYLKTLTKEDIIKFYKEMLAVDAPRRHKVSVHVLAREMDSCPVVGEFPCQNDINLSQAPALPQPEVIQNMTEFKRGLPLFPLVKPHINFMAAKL
SUMO HTRF inh: SUMOylation inhibition; HTRF SUMOylation assay, SAE1/SAE2 + UBC9, in vitro; inhibition, % at 35 µM; 0.36% of 290,000 active; AID 2006; in the data active = inhibition above about 50%, passing the limit was not always enough; also: strong numbers were not always called active
NS3 helicase inh: inhibitors of Hepatitis C virus NS3 helicase; NS3 helicase DNA unwinding, Cy5 molecular beacon fluorescence; inhibition, % at 10.9 µM; 0.56% of 290,000 active;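 active = inhibition above the mean of all tested compounds plus 3 SD, set per campaign, cut at about 35% in these data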;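 also: 0% = DMSO wells and 100% = thioflavine S control wells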
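System: Hepatitis C virus NS3 helicase domain fragment enzyme | Reagent: Annealed dual-labelled DNA beacon duplex, ATP-started | Compound dosing: 10.9 µM single point, 0.8% DMSO | Incubation: 1 h reaction at 25 °C, ATP-initiated | Technique: Cy5 fluorescence | Evaluation: Percent inhibition from t60/t0 fluorescence ratio | Benchmarks: Low DMSO, high thioflavine S at 110 µM | Replication: Singlicate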
p-CIP stab down: p/CIP protein destabilization; Q05BA5; F442A p/CIP-EGFP cells, EGFP fluorescence, 16 h; decrease of EGFP signal, % at 10 µM; 0.01% of 290,000 active;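 active = EGFP signal decrease of at least 30% at 10 µM or well 3 SD below plate mean, unless failing retest; inactive = the rest, including hits failing retest or dose response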; also: some compounds called inactive have numbers as strong as hits; many of its hits are not listed in these tables
FID counter: counter-screen for HCV NS3 helicase inhibitors: DNA intercalator displacement; DNA fluorescent intercalator displacement, fluorescence; inhibition, % at 7.9 µM; 0.17% of 290,000 active; in the data active = inhibition above about 37%;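 also: 0% = vehicle and 100% = reference compound; higher means more ethidium bromide displaced from hairpin DNA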
VIM-2 inh: blocks Pseudomonas aeruginosa VIM-2 metallo-beta-lactamase; 0.89% of 290,000 active; inhibition, % at 5.6 µM; purified VIM-2, nitrocefin hydrolysis, epi-absorbance fluorescence;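 active = inhibition above the mean of all tested compounds plus 3 SD, cutoff set per screening run, cut at about 7.5% in these data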;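 also: red hydrolysis product quenches plate fluorescence so inhibitors raise well fluorescence; 0% = enzyme with DMSO and 100% = DMSO without enzyme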
IDE cell inh: cellular human IDE inhibition; HEK cells, FAbetaB cleavage, fluorescence polarization; inhibition, % at 5.59 µM; 0.41% of 320,000 active; AID 434962;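 active = percent inhibition above the average of all tested compounds plus 3 SD, set per screening campaign, cut at about 16% in these data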;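 also: IDE supplied by intact live HEK cells; FP after avidin binding of uncleaved biotin substrate so inhibition keeps polarization high; 0% = DMSO wells and 100% = 60 µM reference IDE inhibitor Ii1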
IMP-1 inh: inhibitors of Pseudomonas aeruginosa IMP-1 metallo-beta-lactamase; purified IMP-1, nitrocefin hydrolysis, epi-absorbance fluorescence; inhibition, % at 5.6 µM; 0.45% of 290,000 active; AID 1556;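 active = inhibition above the mean plus 3 SD of all compounds in the same screening run, cut at about 4.5% in these data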;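 also: 0% = IMP-1 with DMSO and 100% = DMSO wells lacking enzyme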
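Material – recombinant IMP-1 enzyme, purified · Amount – IMP-1 0.2 nM before substrate addition · Medium – HEPES buffer pH 7.1 with ZnSO4 and Brij 35 · Timing – 25 °C, 15 min preincubation, 25 min reaction · Measured by – plate fluorescence quenching by hydrolysis product, ex 480/em 530 nm · Read-out – percent enzyme inhibition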
M18AAP inhibitor: blocks P. falciparum M18 aspartyl aminopeptidase | recombinant PfM18AAP, H-Glu-NHMec fluorogenic cleavage | inhibition, % at 7.35 µM | 1.2% of 290,000 active;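 active = inhibition above the campaign mean inhibition over all tested compounds plus 3 SD, cut at about 28% in these data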;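 also: 0% = plate median of test compound wells and 100% = 2 mM ZnCl2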
Starred values were filed as active, the others as inactive; nt = not tested or not shown.

SMILES	IDE cell activ	SUMO HTRF inh	NS3 helicase inh	p-CIP stab down	FID counter	VIM-2 inh	IDE cell inh	IMP-1 inh	M18AAP inhibitor
CC(=O)N1CCc2cc(S(=O)(=O)NC(CC(C)C)C(=O)N3CCn4c3nc3ccccc34)ccc21 (stereo not given)	5	14	7	-2	-24	-3.0	4	-3.2	-5
COc1cc(C)c(S(=O)(=O)Nc2ccc(CC(=O)O)cc2)cc1C	4	-13	1	0	-17	1.0	-4	-0.2	-2
COCCCNC(=S)N(CCO)Cc1cc2cc3c(cc2[nH]c1=O)OCCO3	3	4	-1	-3	-12	-2.7	0	0.6	1
S=C(Nc1ccccc1)N1CCC(Cc2ccccc2)CC1	0	-4	-6	-7	-8	-4.0	-1	-3.5	-2
CCC(=O)N1CCc2cc(S(=O)(=O)NCCCN(CC)Cc3ccccc3)ccc21	-4	4	-2	0	6	-1.6	1	-1.3	-4
CC(=O)c1cccc(NC(=O)c2ccccc2-c2ccccc2C(=O)O)c1	-5	12	3	-7	-8	-0.1	1	-1.0	-6
O=C(NCC(=O)N(c1cccnc1)C(C(=O)NC1CCCCC1)c1ccccc1)c1ccco1 (stereo not given)	3	8	-5	-3	-32	0.6	-2	0.0	-5
COc1ccccc1NC(=O)c1ccc(NC(=O)COC(=O)C2CC2C)cc1 (stereo not given)	-3	-10	11	-9	-22	-1.1	19*	-2.7	1
O=C(COc1cc2oc(=O)c3c(c2cc1Cl)CCC3)NCCCN1CCCC1=O	0	8	3	-12	-48	18*	-1	-2.8	1
CCOc1ccc(CCNC(=O)c2ccc3c(c2)NC(=O)C2CCCN32)cc1OCC (stereo not given)	nt	43	-11	1	-39	-0.8	-1	-4.1	1
CCc1ccc(CNc2ccc(N3CCN(C(C)=O)CC3)cc2)cc1	7	-1	26	-8	-14	-2.4	-1	-1.7	19
COc1ccc(-c2cc(CCCC(=O)NCc3ccccn3)no2)cc1	-2	20	3	-35	-15	-4.2	7	-0.7	-5
c1ccc(OCc2nn3c(-c4ccccn4)nnc3s2)cc1	5	34	-3	6	-9	-0.2	0	-0.6	-5
Brc1ccc(-c2nnc(SCCC3OCCCO3)o2)cc1	2	-2	3	-14	-18	-1.5	-1	-3.0	-4
COc1ccc(/C=N/NC(=O)c2cccc(C(=O)N/N=C/c3ccc(OC)c(OC)c3)n2)cc1OC	3	50	0	-7	-25	-4.4	nt	-3.6	14

Profiles, looked up by structure. Order of values: IDE cell activ	SUMO HTRF inh	NS3 helicase inh	p-CIP stab down	FID counter	VIM-2 inh	IDE cell inh	IMP-1 inh	M18AAP inhibitor
CC(=O)N1CCc2cc(S(=O)(=O)NC(CC(C)C)C(=O)N3CCn4c3nc3ccccc34)ccc21 (stereo not given) in the list: 5	14	7	-2	-24	-3.0	4	-3.2	-5
Brc1ccc(-c2nnc(SCCC3OCCCO3)o2)cc1 in the list: 2	-2	3	-14	-18	-1.5	-1	-3.0	-4
O=C(NCC(=O)N(c1cccnc1)C(C(=O)NC1CCCCC1)c1ccccc1)c1ccco1 (stereo not given) in the list: 3	8	-5	-3	-32	0.6	-2	0.0	-5

Additional entries:
SMILES	IDE cell activ	SUMO HTRF inh	NS3 helicase inh	p-CIP stab down	FID counter	VIM-2 inh	IDE cell inh	IMP-1 inh	M18AAP inhibitor
c1ccc(-c2csc3nnc(SCc4ccc5c(c4)OCCO5)n23)cc1	5	-4	-6	-8	-29	-3.5	11	-0.7	3
COc1ccc(OC)c2sc(N3CCc4ccccc4C3)nc12	8	-8	3	-13	-13	-8.7	1	-5.2	4
Cc1ccccc1Nc1ncnc(N)n1	4	-1	-10	-5	10	-2.0	6	-3.1	1
COc1cccc(OCC(O)CNC(=O)c2oc3c(C)c(C)ccc3c2C)c1 (stereo not given)	6	12	-18	-16	-26	-3.5	0	-3.3	-2
COc1ccc(S(=O)(=O)N2CCCCC2)cc1NC(=O)CSc1nccn1C	1	-11	4	3	-13	-0.7	3	-1.4	5
O=C(CN1C(=O)c2ccccc2C1=O)NN1C(=O)c2ccccc2C1=O	12	4	5	12	-2	-1.2	-1	-1.6	6
Cc1c(NC(=O)Nc2cccc(C(F)(F)F)c2)c(=O)n(-c2ccccc2)n1C	5	1	16	-7	-19	-1.6	2	-3.5	4
CC(C)(C)NC(=O)C(c1ccccc1)N(Cc1ccco1)C(=O)c1csnn1 (stereo not given)	1	-4	-6	-4	-14	-3.5	4	-3.0	-1
COc1cccc(CNCc2cc(OC)cc(OC)c2)c1	5	-5	-5	-4	6	-1.9	2	-1.6	-1
CC(=O)OCC(=O)Nc1ccc(Br)c(C)c1	0	-14	9	-6	1	-2.8	4	-3.8	-4
N#CCc1ccc(OC(=O)Nc2ccccc2)cc1	4	7	-1	-3	-5	-3.9	-4	-3.8	1
CCOC(=O)c1c(C)c(C(=O)N2CCN(c3ccccc3)CC2)c(C)n1C	-10	19	3	0	-20	0.7	5	-2.4	-6
Cc1ccc2c(C)c(C(=O)N3CCC(N4CCC(C(=O)NC5CC5)CC4)CC3)oc2c1	9	16	5	-2	3	-1.1	5	-2.6	-2
CCOc1cc2nc(-c3ccc(OC)c(OC)c3)nc(N3CCOCC3)c2cc1OC	nt	5	-5	-23	-13	-1.6	3	-2.8	-6
O=S(=O)(NCc1ccccc1)c1ccc(S(=O)(=O)NCC2CCCO2)cc1 (stereo not given)	3	-3	0	-3	-6	-1.7	3	-1.3	-7
CCOP(=O)(OCC)c1nc(-c2ccc(Br)cc2)oc1N1CCCCC1	1	14	-10	-8	-34	-1.6	-1	-1.2	-1
O=C1CNC(=S)N1C1CCCCCC1	-4	-1	-4	-3	2	-2.4	2	-0.9	-1
O=C(O)CC1(CC(=O)Nc2ccc3c(c2)OCCCO3)CCCCC1	8	5	-3	0	-12	-3.3	5	-0.8	0
COC(=O)c1ccc(-c2nc(-c3ccc(Br)o3)no2)cc1	5	11	-2	-25	1	-0.2	5	-3.5	-1
O=C(Nc1ccc2c(c1)OCCO2)C1CCN(c2cnccn2)CC1	1	4	4	7	-7	-1.4	-1	-3.5	2
CC(=O)NC(Cc1cccc(F)c1)C(=O)NC1CCN(C(=O)Nc2ccc(C)cc2)CC1 (stereo not given)	4	6	-2	-13	-24	-0.7	-5	-1.8	1
COc1ccccc1CC(=O)N1CCCc2cc(C)ccc21	-1	10	3	2	-30	2.2	-1	1.2	-3
COc1cc(NC(=O)CN(C)S(=O)(=O)c2ccc3nc(C)sc3c2)cc(OC)c1	8	0	0	-8	-16	-0.6	0	-3.3	2
Cc1ccc(CCc2nnc(SCC(=O)Nc3cc(Cl)ccc3Cl)n2-c2ccccc2)o1	-3	8	32	-4	-18	-0.7	-4	-0.6	-29
Cc1ccc(OCC(=O)Nc2ccc(-c3nc4ncccc4o3)cc2)cc1	5	37	-5	-8	-5	-2.0	-2	-0.4	7
Cc1oc(-c2ccc(Cl)cc2)nc1CSCC(=O)NCCCN1CCOCC1	-6	24	-9	-7	8	-0.9	-3	-3.4	1
NC(=O)c1ccccc1NC(=O)Nc1ccccc1Cl	3	0	-8	12	4	-4.2	1	-2.9	-2
Cc1[nH]c2c(C)cccc2c1CCNS(=O)(=O)c1cccc([N+](=O)[O-])c1	4	-5	-6	-8	6	2.0	2	-1.7	-3
CC(C)=CCN1CCN(Cc2c[nH]c3ccccc23)CC1CCO (stereo not given)	1	-6	7	1	0	-2.5	-2	-4.6	-1
COc1ccc(CCN2CC(C(=O)NCc3cc(C)on3)CCC2=O)cc1 (stereo not given)	-3	0	-1	-2	-7	-3.0	nt	-3.7	-7
Cc1ccc2oc(C(=O)NCc3ccc(S(N)(=O)=O)cc3)cc(=O)c2c1	1	4	-1	1	-3	-1.9	3	-0.8	2
CCOC(=O)c1cnc(SCC(C)C)nc1N	4	10	-4	-7	-2	-0.3	10	1.4	-14
C[C@H](NS(=O)(=O)c1ccc(Cl)cc1)C(=O)OCC(=O)c1ccc[nH]1	2	15	-1	-11	-10	-1.3	1	-3.0	-3
COc1cc(C(=O)O)nc2ccccc12	-1	29	-3	-2	11	1.6	6	3.2	22
Cc1ccc(NC(=O)c2ccc(C#CC3(O)CCCCC3)cc2)cc1C	-3	3	1	-10	-4	1.1	0	-2.2	3
O=C(O)C1Cn2c(nc3c(c2=O)C2(CCCC2)Cc2ccccc2-3)S1 (stereo not given)	5	11	16	-2	-18	-3.9	6	-1.2	3
CCC(=O)NC(c1ccccc1)c1nc2ccccc2[nH]1 (stereo not given)	5	16	-5	1	-2	1.5	5	-1.1	1
CCS(=O)(=O)N1CCCC(C(=O)NCc2ccc3c(c2)OCO3)C1 (stereo not given)	4	-3	-7	-2	0	0.2	-1	-1.3	2
CC(=O)C1=C(C)OC(N)=C(C#N)C1c1cccc([N+](=O)[O-])c1 (stereo not given)	1	16	-9	5	10	3.5	4	-0.5	-2
COc1cc2cc(C(=O)N/N=C/c3cccc(OC)c3OC)[nH]c2cc1OC	2	6	-11	-4	-39	-3.4	nt	-4.7	-4
CCCn1c(N)c(N(CCOC)C(=O)c2cccc(C(F)(F)F)c2)c(=O)[nH]c1=O	8	11	7	-8	-9	-3.1	3	-3.8	0
Cn1c(=O)oc2cc(S(=O)(=O)NCCC(=O)N3CC=C(c4ccccc4)CC3)ccc21	-2	-8	-10	-1	-20	-2.9	2	-0.6	0
COc1cccc(NC(=O)c2ccc3c(c2)CCN3S(C)(=O)=O)c1	1	0	-3	-5	-6	-1.3	4	-5.0	-3
CN(C(=O)CN1C(=O)/C(=C/c2ccccc2F)SC1=S)C1CCS(=O)(=O)C1 (stereo not given)	1	-12	3	-22	-6	-0.9	8	-2.2	-1
CCC(=O)Nc1ccc(S(=O)(=O)N2CCCCC2)cc1OC	10	-4	4	-16	-2	-2.2	-2	1.2	1
O=C(O)CC(c1ccccc1)c1ccccc1	-8	7	1	-9	2	-0.3	6	-3.2	5
O=C(NNS(=O)(=O)c1ccccc1)C1CCCCC1	3	-4	1	-1	-3	-1.2	0	-1.2	-2
O=C(CSc1nc(-c2ccc(F)cc2)cs1)N1CCc2ccccc21	4	-5	3	2	-1	-3.9	2	-2.4	4
COc1ccc(-c2c3c(=O)n(C)c(=O)n(C)c3cn2Cc2cccnc2)cc1	-3	0	4	2	-2	-3.9	7	-3.0	5
Cc1ccc(N2C(N)=C(C#N)C3(C(=O)N(C)c4ccccc43)C3=C2CC(C)(C)CC3=O)cc1Cl (stereo not given)	-1	5	0	2	-42	-1.3	3	-0.8	2
Nc1ccccc1C(=O)N/N=C1/C2CN3CCN(C2)CC1(Cc1ccccc1)C3	-1	2	-6	7	-2	-1.8	7	-4.1	-6
COc1ccc(C(=O)N2CC(c3ccccc3)CC2=O)cc1 (stereo not given)	1	19	5	3	-12	1.7	6	0.3	3
Oc1c(Br)cc(/C=N/Nc2nncc3ccccc23)cc1Br	nt	18	11	-10	-12	1.7	6	-4.1	33*
CCNc1nc(Oc2ccc(=O)[nH]n2)nc(N2CCOCC2)n1	6	-1	2	4	-3	-1.4	2	-1.3	-12
